G9a inh: qHTS Assay for Inhibitors of Histone Lysine Methyltransferase G9a. Potency, µM (titrated, usually from 102 µM), inactives show top-dose activity, negative = inhibition, actives largely listed as inhibitors. Histone-lysine N-methyltransferase EHMT2 (Homo sapiens), Q96KQ7. 8.8% of 350,000 active. G9a H3K9 monomethylation, AlphaScreen, 2 h; also: potency is read from the fitted curve at half-maximal effect; % is scaled to controls: 0 for no effect and ±100 for the full control effect; nearly all actives have a fitted effect of over 75% in size
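G9a (20 nM) preincubated 15 min RT with compounds, then 500 nM biotinylated H3K9 peptide and 20 uM SAM added; 2 h RT reaction. Monomethyl-H3K9 product detected by AlphaScreen with anti-H3K9me1 antibody, streptavidin donor and anti-rabbit IgG acceptor beads.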
PGK inhibitor: qHTS Assay to Find Inhibitors of Phosphoglycerate Kinase; Phosphoglycerate kinase, glycosomal (Trypanosoma brucei brucei), P07378; PGK/GAPDH coupled, Kinase-Glo luminescence, 60 min; Potency, µM (doses to about 57.5 µM), without a hit: top-dose activity change, negative = inhibition, actives largely listed as inhibitors; 0.043% of 380,000 active; AID 602233, 2012; also: potency is read from the fitted curve at half-maximal effect; % is scaled to controls: 0 for no effect and ±100 for the full control effect; nearly all actives have a fitted effect of over 60% in size
Target sequence (P07378 whole entry, looked up): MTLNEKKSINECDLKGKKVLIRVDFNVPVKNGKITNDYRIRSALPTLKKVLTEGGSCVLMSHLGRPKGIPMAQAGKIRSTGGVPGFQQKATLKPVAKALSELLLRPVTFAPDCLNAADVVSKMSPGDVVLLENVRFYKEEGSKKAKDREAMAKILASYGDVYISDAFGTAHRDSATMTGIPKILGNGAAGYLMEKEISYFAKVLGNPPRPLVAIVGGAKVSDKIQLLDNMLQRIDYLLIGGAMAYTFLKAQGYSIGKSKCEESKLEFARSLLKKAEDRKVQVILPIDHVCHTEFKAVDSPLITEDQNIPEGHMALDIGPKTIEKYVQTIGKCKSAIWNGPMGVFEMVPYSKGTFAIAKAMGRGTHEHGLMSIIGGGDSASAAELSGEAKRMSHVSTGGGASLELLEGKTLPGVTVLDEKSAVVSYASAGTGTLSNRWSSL
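Luminescent ATP detection (Kinase-Glo Plus) follows a 60-minute room-temperature incubation, with wells lacking PGK as controls. Buffer: 100 mM TEA (pH 7.6), 5 mM MgCl2, 0.01% Tween-20. Coupling enzyme GAPDH (100 nM final) supplies unstable 1,3-BPG in-well.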
JMJD2A Tudor: qHTS Assay for Inhibitors of JMJD2A-Tudor Domain; Lysine-specific demethylase 4A (Homo sapiens), O75164; AlphaScreen JMJD2A-Tudor / H3K4me3 peptide binding; Potency, µM (highest dose often 114 µM), for inactives: at the top dose activity change, negative = inhibition, usual class: inhibitors; 4.4% of 390,000 active; AID 504339, 2011; also: potency is read from the fitted curve at half-maximal effect; % is scaled to controls: 0 for no effect and ±100 for the full control effect; nearly all actives have a fitted effect of over 50% in size
POLH inh: qHTS for Inhibitors of Polymerase Eta. DNA polymerase eta (Homo sapiens), Q9Y253. recombinant Pol eta, fluorescent DNA replication assay. Potency, µM (titrated, usually from 114 µM), for the others: at the highest dose activity change, negative = inhibition, most hits filed as inhibitors. 1.2% of 390,000 active; also: potency is read from the fitted curve at half-maximal effect; % is scaled to controls: 0 for no effect and ±100 for the full control effect
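Fluorescent replication assay: 50 nM final substrate added after a 15 min room-temperature compound preincubation with 10 nM enzyme. Signal taken at 0 min and again at 10 min.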
BAZ2B block: qHTS Assay for Inhibitors of BAZ2B; AlphaScreen BAZ2B-H3K14Ac peptide displacement; Potency, µM (titrated, usually from 114 µM), without a hit: top-dose activity change, negative = inhibition, actives largely listed as inhibitors; 4.4% of 360,000 active; also: potency is read from the fitted curve at half-maximal effect; % is scaled to controls: 0 for no effect and ±100 for the full control effect; nearly all actives have a fitted effect of over 60% in size
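AlphaScreen displacement: compounds (up to 110uM) incubated 30 min at room temperature with a preformed 50 nM BAZ2B/50 nM biotinylated H3K14Ac peptide complex in PBS pH 7.4 with Tween-20. Donor and acceptor beads at 10 ug/mL final added, 20 min light-protected before reading.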
PI4K2A block: qHTS for small molecular inhibitors of PI4K2A | activity change, negative = inhibition, % at 76.9 µM | purified PI4K2A, ADP-Glo luminescence, 1 h; active compounds read low | 0.13% of 420,000 active | Phosphatidylinositol 4-kinase type 2-alpha (Homo sapiens), Q9BTU6; in the data active = activity change below about -50%; inconclusive = mostly about -30% to -49%;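 also: -100% = wells without enzyme as full effect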
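In this quantitative HTS, ADP production by PI4K2A was quantified luminescently after 1 h at ambient temperature; 100 microM adenosine served as plate-quality control.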
HP1b binding inh: HTS for Inhibitors of HP1-beta Chromodomain Interactions with Methylated Histone Tails | Chromobox protein homolog 1 (Homo sapiens), P83916 | AlphaScreen HP1-beta / biotin-H3K9me3 peptide binding | Potency, µM (highest dose often 114 µM), without a hit: top-dose activity change, negative = inhibition, usual class: inhibitors | 0.56% of 390,000 active | AID 540317, 2011; also: potency is read from the fitted curve at half-maximal effect; nearly all actives have a fitted effect of over 70% in size; inactives centre near 23
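Compound inhibition of the preformed complex between 50 nM HP1-beta and 50 nM biotinylated H3K9me3 peptide was read by AlphaScreen. Buffer was PBS pH 7.4 with 0.01% Tween-20. Incubations ran 30 min at room temperature, with 10 ug/mL donor/acceptor beads.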
Pin1 inhibitor: qHTS Assay to Find Inhibitors of Pin1 | Potency, µM (titrated, usually from 115 µM), for inactives: at the highest dose activity, negative = inhibition, usual class: inhibitors | Peptidyl-prolyl cis-trans isomerase NIMA-interacting 1 (Homo sapiens), Q13526 | 0.009% of 390,000 active | Pin1 FP peptide displacement, HiFluor488, 10 min; active = well fitted inhibition curve with a large enough effect in the polarisation, with a control signal flat, not every such curve was filed as active; inconclusive = small, poorly fitted or top-dose-only effect, or effect the other way, or a change in a side signal; inactive = no such curve, though single readings can be large or run the other way; the % refers to the polarisation; also: potency is read from the fitted curve at half-maximal effect; % is scaled to controls: 0 for no effect and ±100 for the full control effect
GLS inh: qHTS for Inhibitors of Glutaminase (GLS) | 0.21% of 410,000 active | Potency, µM (series often up to 45.5 µM), inactives show at the highest dose activity change, negative = inhibition, most hits filed as inhibitors | AID 624170, 2012 | GLS enzymatic activity, qHTS titration; also: potency is read from the fitted curve at half-maximal effect; % is scaled to controls: 0 for no effect and ±100 for the full control effect
Target sequence (O94925 whole entry, looked up): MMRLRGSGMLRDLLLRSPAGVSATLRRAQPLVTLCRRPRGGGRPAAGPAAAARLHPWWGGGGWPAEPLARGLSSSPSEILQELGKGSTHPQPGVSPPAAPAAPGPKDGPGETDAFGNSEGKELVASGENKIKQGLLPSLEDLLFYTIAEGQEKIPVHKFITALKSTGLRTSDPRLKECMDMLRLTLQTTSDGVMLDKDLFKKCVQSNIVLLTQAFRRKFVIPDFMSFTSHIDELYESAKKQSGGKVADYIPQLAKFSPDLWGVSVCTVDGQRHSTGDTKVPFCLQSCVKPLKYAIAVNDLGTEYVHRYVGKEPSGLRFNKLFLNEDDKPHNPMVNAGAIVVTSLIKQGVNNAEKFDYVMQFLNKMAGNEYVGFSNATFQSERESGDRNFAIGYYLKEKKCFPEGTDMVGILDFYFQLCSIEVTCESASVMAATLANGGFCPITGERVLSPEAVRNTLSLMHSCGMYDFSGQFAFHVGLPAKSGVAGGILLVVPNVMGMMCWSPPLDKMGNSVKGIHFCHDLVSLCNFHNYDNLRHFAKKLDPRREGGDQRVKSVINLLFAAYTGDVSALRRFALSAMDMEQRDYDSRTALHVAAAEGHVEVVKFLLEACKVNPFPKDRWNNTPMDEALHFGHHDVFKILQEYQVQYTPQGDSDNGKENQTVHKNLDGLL
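hKGA in 45 mM KH2PO4 (pH 8.2), 0.02% Tween-20 with compound, then 1mM L-Glutamine (stock as added) plus glutamate oxidase/HRP/Amplex red coupling mix. Fluorescence read initially and after 30 min at RT; signal change reflects glutamate formation.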
Starred values were filed as active, the others as inactive; i = inactive; ? = inconclusive; · = not tested or not shown; & = joins results of further samples; [ ] = another dose, or the depositor's remark. Unless noted, calls follow the shape of the dose curve; as a rule, active = well fitted curve in the direction sought with a large enough effect; inconclusive = small, poorly fitted or top-dose-only effect, or another doubt; inactive = no such curve, though single readings can be large; an effect the other way counts as inactive or inconclusive.

nr	G9a inh	PGK inhibitor	JMJD2A Tudor	POLH inh	BAZ2B block	PI4K2A block	HP1b binding inh	Pin1 inhibitor	GLS inh	Molecule
1	?	-6.5%	?	-17.3%	?	0.5	0.7%	?	0.6%	Cc1cc2c(cc1C)-c1c(ssc1=Nc1ccc(S(N)(=O)=O)cc1)C(C)(C)N2
2	·	i	7.9%	-13.6%	·	-2.5	15.5%	2.9%	2.0%	CC1(C)Nc2ccccc2C(=O)N1c1ccc(Br)cc1
3	14.9%	-8.7%&-0.6%	-10.5%&7.8%	-6.1%&-8.4%	-1.0%&0.9%	8.9&0.7	0.2%&25.5%	-11.7%&1.0%	-0.9%&4.5%	CCCCC(=O)N1CC(=O)Nc2ccc(F)cc2C1c1ccc(F)cc1 (centres undefined)
4	7.4%[59 µM]	-5.0%	-35.4%	2.3%	-2.1%	-0.2	1.4%	-1.6%	1.3%	CC1(c2nnc(-c3ccc(Cl)cc3)o2)CC(c2ccc([N+](=O)[O-])cc2)=NO1 (centres undefined)
5	0.0%[59 µM]	-2.1%	-26.4%	-6.0%	0.6%	4.2	2.4%	-6.2%	0.8%	COc1ccc(OCCNC(=O)c2cccc(Oc3ccc(C(F)(F)F)cc3[N+](=O)[O-])c2)cc1
6	-37.5%	0.4%	-28.8%	-26.2%	-10.5%	4.3	5.9%	-0.6%	-4.9%	COc1ccc(/C=N/NC(=O)c2ccccc2[N+](=O)[O-])cc1CN1CCc2cc(OC)c(OC)cc2C1C (centres undefined)
7	-11.5%[59 µM]	i	-4.5%	7.3%	-3.4%	2.1	-28.9%	41.7%[activator]	-1.6%	Cc1ccc(Cl)cc1-n1c(SCC(=O)NCc2ccccc2)nc2n[nH]c(C)c2c1=N
8	?	-2.6%	-5.6%	-5.5%	-1.9%	1.0	61.1%[activator]	-0.2%	11.9%	CCOC(=O)C1C2C=CC3(CN(Cc4ccco4)C(=O)C13)O2 (centres undefined)
9	7.94µM*	3.0%	3.98µM*	-3.5%	?	-4.3	?	-11.5%	8.2%	C=C(C)C1CC=C(CN2CC(C)OC(C)C2)CC1 (centres undefined)
10	3.3%	6.4%	-4.5%	4.2%	·	0.5	10.0%	?	-0.3%	COc1ccc(NC(=O)CC2(CC(=O)O)CCCC2)cn1
11	87.2%[activator]	3.4%	2.1%	-28.5%	-0.1%	2.7	28.4%	2.2%	-1.9%	O=C(CSc1nc(N2CCOCC2)nc(N2CCOCC2)n1)Nc1cccc(C(F)(F)F)c1
12	2.3%[12.7 µM]	-1.1%	2.0%	8.5%	-9.9%	0.4	20.1%	-2.5%	-0.1%	Cn1cnc(S(=O)(=O)N2CCC(C(=O)N3CCN(c4ccccc4F)CC3)CC2)c1
13	-26.1%[0.0925 µM]	0.0%	7.7%	-11.8%	-2.5%	0.4	50.7%[activator]	5.1%	5.5%	CSc1cccc(NC(=O)CSc2nc3ccccc3o2)c1
14	·	-0.5%	-21.7%	-6.8%	-4.1%	-0.4	30.5%	2.7%	-1.6%	COC(=O)c1c(C)oc(C)c1S(=O)(=O)NCc1ccco1
15	8.3%[12.7 µM]	-11.6%	-15.4%	-21.7%	-6.4%	-4.0	25.5%	9.3%	5.1%	COc1ccc(-c2cn3cc(C)ccc3n2)cc1OC
16	12.9%	i	-9.8%	-13.4%	2.1%	5.3	49.2%[activator]	-1.1%	-1.6%	NNC(=O)c1sccc1OCc1cccc(C(F)(F)F)c1
17	44.7µM*	-12.6%	-13.8%	?	8.7%	-2.9	-23.8%	-1.4%	-9.2%	Cc1ccn2c(c1)nc(=S)n2C(=O)c1ccccc1
18	?	10.0%	?	-19.0%	-29.5%	-3.9	-12.2%	-1.0%	12.3%	Cc1ccc(NS(=O)(=O)c2cc(C(=O)Nc3cccc([N+](=O)[O-])c3)ccc2C)cc1
19	2.6%	-6.0%	14.8%	-16.3%	8.8%	-5.8	32.6%	0.9%	-6.9%	Cc1ccc(-c2nn3c(C)nnc3c3ccccc23)cc1S(=O)(=O)N(C)CCO
20	-28.3%	5.8%	-12.7%	3.7%	-20.3%	0.5	15.9%	-10.2%	2.9%	O=C(CCc1nnc(Cc2c[nH]c3ccccc23)o1)NC(C1CC1)C1CC1
21	30.4%[12.7 µM]	-9.7%	-8.3%	-23.3%	9.4%	1.7	39.4%[activator]	2.7%	-7.0%	CCN(C(=O)CCc1nc(-c2ccccc2F)no1)c1cc(OC)ccc1OC
22	-17.2%[59 µM]	i	-7.7%	-15.1%	-10.9%	0.6	17.9%	5.6%	-1.4%	O=C(CCN1CCN(C/C=C/c2ccccc2)CC1)Nc1ccc(Cl)cc1
23	15.8%	-4.4%	2.7%	-12.1%	-0.9%	2.5	50.3%[activator]	?	-6.7%	NC(=O)CCn1cnc2ccccc21
24	·	i	?	-8.1%	·	-4.0	-12.6%	-6.9%	-0.7%	CN1OC[C@@H]2CN(C(=O)CCc3ccccc3)[C@H](c3cccc(-c4ccccc4)c3)C[C@@H]21
25	6.3%[59 µM]	-12.7%	2.4%	-20.0%	1.7%	-1.3	49.6%[activator]	3.5%	0.3%	CC(C)(C)C1CCc2c(sc(NC(=O)c3ccccc3F)c2C(=O)N2CCCCC2)C1 (centres undefined)
26	-46.1%	9.0%	2.2%	-8.4%	·	-4.0	38.9%	-5.7%	-25.1%	O=C(NCC1CCCO1)c1ccc2c(=O)n(-c3ccccc3)c(=S)[nH]c2c1 (centres undefined)
27	15.3%	-4.6%	-13.1%	-0.8%	1.4%	-5.2	12.3%	-2.7%	-3.3%	CS(=O)(=O)Cc1ccc(C(=O)NC(c2ccccc2)c2ccccc2)cc1
28	·	-7.5%	·	-24.8%	·	-1.0	·	·	16.9%	CCOC(=O)NC(=S)Nc1cccc(C)n1
29	?	-1.1%	-9.9%	-8.1%	?	3.6	30.3%	-2.8%	-8.7%	CCOC(=O)c1c(/N=C/c2cc([N+](=O)[O-])ccc2O)sc(C)c1C
30	14.1%[59 µM]	-2.6%	5.6%	-5.7%	-5.2%	0.4	50.9%[activator]	-7.0%	-2.0%	Cc1cc(C(=O)N/N=C/c2sccc2C)no1
31	6.9%	-1.3%	-29.1%	-6.7%	0.8%	3.2	4.9%	-4.8%	7.2%	NS(=O)(=O)c1cccc(NC(=O)CSc2nc3ccccc3c(=O)n2CCCN2CCOCC2)c1
32	-9.9%[59 µM]	-18.1%	-18.5%	9.2%	-21.3%	6.8	-2.9%	-0.6%	-0.5%	S=C(Nc1ccc(Cl)cc1)N(CCCN1CCOCC1)Cc1ccco1
33	-6.9%	-6.4%	5.7%	-9.5%	8.5%	-1.7	52.1%[activator]	-2.5%	2.6%	Cc1nc2ccccc2c2ncccc12
34	-35.7%	4.2%	-8.4%	-15.8%	-38.8%	0.8	1.0%	1.4%	-5.8%	COc1cc(NC(=O)C(Cc2ccccc2)n2cccc2)cc(OC)c1 (centres undefined)
35	50.1µM*	-8.6%	-11.9%	-12.1%	-37.4%	5.6	37.7%	9.7%	-12.8%	COc1ccc(CNC(=O)[C@H](C)[C@@H]2C[C@@]2(C)[C@@H](NC(=O)OCc2ccccc2)c2ccccc2)cc1OC
36	-6.8%	-2.5%	-10.3%	-8.6%	-2.3%	2.4	21.4%	-14.1%	5.1%	Cc1ccc(NC(=S)NC(=O)C2CCC2)cc1C
37	17.0%	7.3%	-22.0%	12.0%	-5.6%	-6.1	66.5%[activator]	-4.0%	23.3%	COc1ccc(S(=O)(=O)N2CC(C(=O)O)Oc3ccccc32)cc1 (centres undefined)
38	0.7%	0.7%	-4.1%[11.4 µM]	-16.8%	30.2%	3.0	43.8%[activator]	-1.8%	-15.0%	O=[n+]1cc(-c2cccc3ccccc23)n([O-])c2c1CCC2
39	?	·	-11.7%	3.7%	-2.4%	0.2	25.9%	4.3%	-0.4%	CCCS(=O)(=O)NCc1cn2cccc(C)c2n1
40	-18.0%	-4.8%	-14.9%	3.3%	1.3%	4.4	9.5%	?	7.6%	C/C(=N\NS(=O)(=O)c1ccc(C)cc1)c1cccs1
41	·	-4.9%	-8.3%	-3.4%	·	1.6	16.3%	-1.9%	0.6%	O=C1Cc2c(-c3ccccc3)cc(-c3cccc(Cl)c3)nc2-c2ccccc2N1
42	-2.4%[59 µM]	-9.9%	-12.1%	-10.2%	-12.0%	2.1	10.3%	6.1%	5.6%	COc1ccc(CNC(=O)c2ccc(Cn3c(=O)c4cccn4c4cccnc43)cc2)cc1OC
43	28.2%	i	0.8%	-3.5%	-15.5%	-3.1	48.3%[activator]	-14.5%	-1.8%	COc1ccc(S(=O)(=O)NC2CCCCC2)cc1F
44	14.1µM*	-2.0%	-12.6%	?	2.5%	0.9	27.7%	?	-11.8%	Cc1ccc(NC(=O)C(C)SCc2nc3sc(C)c(C)c3c(=O)[nH]2)nc1 (centres undefined)
45	·	-2.3%	-29.0%	-12.2%	·	5.0	19.5%	-1.3%	-1.9%	CC[C@]12c3[nH]c4cc(-c5ccco5)ccc4c3CCN1C(=O)[C@@H](CC(=O)NCCCn1ccnc1)C[C@@H]2C(=O)N1CCN(C(=O)C2CC2)CC1

Screening results (PubChem BioAssay)

Some of the compounds tested; count on the stated rates, not on these rows.
